NPYLR7 agonist – mosquito NPYLR7 agonism; hit rate 0.15% among 270,000; HEK293T NPYLR7/Galpha15, GCaMP6s calcium fluorescence; activation, % at 10 µM; in the data active = activation above about 40%;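 note: 0% = vehicle and 100% = reference agonist at the receptor; some compounds past the cut are filed as inactive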
mcGAS lum – inhibitors of mouse cGAS; hit rate 0.15% among 160,000; Q8C6L5; recombinant cGAS, Kinase-Glo ATP depletion luminescence; inhibition, % at 12.5 µM;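 note: 0% = negative control wells and 100% = reference inhibitor with no enzyme activity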
hcGAS inh – human cGAS inhibition; recombinant h-cGAS, ATP depletion, Kinase-Glo luminescence; inhibition, % at 12.5 µM; hit rate 0.081% among 290,000;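 note: 0% = vehicle reaction and 100% = reaction without DNA for no activity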
Target sequence (Q8N884 whole entry, looked up): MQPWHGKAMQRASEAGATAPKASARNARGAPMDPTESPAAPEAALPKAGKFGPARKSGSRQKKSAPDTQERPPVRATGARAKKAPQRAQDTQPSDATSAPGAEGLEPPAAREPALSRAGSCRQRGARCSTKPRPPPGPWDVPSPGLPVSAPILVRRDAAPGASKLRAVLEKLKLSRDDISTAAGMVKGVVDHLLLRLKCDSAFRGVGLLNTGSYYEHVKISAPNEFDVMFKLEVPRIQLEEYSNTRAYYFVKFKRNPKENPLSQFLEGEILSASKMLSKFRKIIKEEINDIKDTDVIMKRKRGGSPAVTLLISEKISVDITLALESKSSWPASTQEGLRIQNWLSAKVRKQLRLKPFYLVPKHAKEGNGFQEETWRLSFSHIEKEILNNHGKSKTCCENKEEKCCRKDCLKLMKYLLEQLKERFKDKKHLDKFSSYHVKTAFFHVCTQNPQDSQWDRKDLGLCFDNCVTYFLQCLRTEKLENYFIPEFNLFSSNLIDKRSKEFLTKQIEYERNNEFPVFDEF
* = called active by the depositor; nt = not tested or not shown. Cut-off read from the data, not from the text of the source, unless noted: active = inhibition above about 40%; inactive = the rest.

SMILES | NPYLR7 agonist | mcGAS lum | hcGAS inh
Cc1ccc(C)c(NC(=O)CSc2ccc(-c3sc(-c4cccnc4)nc3C)nn2)c1 | 2 | nt | -5
Cc1[nH]c(C(=O)OCC(=O)N2CCC(C)CC2)c(C)c1C(=O)OC(C)C | -5 | nt | -6
CC1(C(=O)NS(=O)(=O)c2ccc3c(c2)CCO3)CCN1C(=O)C1(c2ccc(Cl)cc2)CCC1 (stereo not drawn) | -1 | nt | -11
NC1(C(=O)NCC2CCN(Cc3nc4ccccc4[nH]3)CC2)CC1 | 9 | -12 | -7
COCCCNC(=O)c1c(O)nc2cc(C)ccn2c1=O | -3 | 0 | 3
Cc1cc(C(=O)N2C[C@H](O)[C@H]3C[C@@H]2CC[C@H]3O)c(C)o1 | 23 | -5 | -1
O=C(Nc1cc(-c2onc3c2CCCC3)ccc1Cl)c1cc(F)c(F)c(F)c1F | 5 | -5 | -4
CCc1nc2ccc(C(=O)NCCC(C)C)cn2c1N(C)CCCc1ccccc1 | 3 | -2 | -1
Cc1cccc(CCNC(=O)NCc2cc(C(C)C)no2)c1 | 0 | -18 | -10
COc1cc(NC(=O)c2cnn3c2NC(c2ccco2)CC3C(F)(F)F)c(OC)cc1Cl (stereo not drawn) | 2 | -5 | -4
COc1cc(Nc2ncc3c(n2)CCN(C(=O)Nc2ccc(C(C)C)cc2)C3)cc(OC)c1OC | -5 | -3 | -1
COc1cccc(CN(CCC(C)C)Cc2cccn2Cc2ccc(C)cc2)c1 | nt | -5 | -5
Nc1c(C=Nc2ccccc2)ccc2c1C(=O)c1ccccc1C2=O | -2 | -5 | -4
CNC(=O)c1ccc(OC)c(-c2ccc3c(c2)OCCO3)c1 | -5 | nt | -9
CCCC(=O)Nc1ccc(CC(=O)N2CCC[C@H]2C(N)=O)cc1 | 2 | -12 | -10
O=C(Nc1ncc([N+](=O)[O-])s1)c1cccnc1 | 2 | 6 | -2
CS(=O)(=O)c1ccc(S(=O)(=O)NC2C3CC4CC(C3)CC2C4)cc1 (stereo not drawn) | 5 | nt | -10
Cc1nn(CC(=O)N2CCCC2)c(C)c1[N+](=O)[O-] | -1 | -7 | -6
O=c1oc2cc(O)ccc2cc1-c1csc(N/N=C\c2ccccc2)n1 | -10 | 5 | 2
CC1(C(=O)NS(=O)(=O)c2ccc(Br)cc2)CCN1C(=O)c1cccc(F)c1 (stereo not drawn) | -3 | nt | -12
CCc1nc2c(OCc3ccc(Cl)cc3Cl)cccn2c1N(C)C(=O)CC(C)C | 6 | -3 | -4
CC(C(=O)NCC#Cc1cccc(C(F)(F)F)c1)N1C(=O)C2CC=CCC2C1=O (stereo not drawn) | 0 | nt | 0
CCCC(CCC)NCc1cnc(SC)nc1N1CCN(C)CC1 | -1 | -6 | -3
Cc1n[nH]c(C)c1CC(C)C(=O)NCCc1nc2c(s1)CCCC2 (stereo not drawn) | 1 | nt | -12
CCn1c(C(=O)NCCCN(C)C)cc2oc(C)cc21 | -7 | nt | 1
COc1ccc(CC2CN(C(=O)c3ccc4nccnc4c3)CCO2)cc1 (stereo not drawn) | 24 | nt | -7
O=S(=O)(NCc1ccccn1)c1ccc(S(=O)(=O)N2CCCC2)cc1 | 2 | nt | 0
O=C(O)C1C2C=CC(C2)C1C(=O)NCc1ccco1 (stereo not drawn) | 6 | nt | -6
Cc1ccc(-c2cc3c(=O)n(CC(=O)Nc4ccc(Cl)c(C(F)(F)F)c4)ccn3n2)cc1 | 7 | -8 | -5
COC(=O)[C@@H]1C[C@H](NC(=O)Nc2ccc(OC)c(Cl)c2)CN1C | 9 | nt | -8
Cc1nc2sccn2c(=O)c1NC(=O)Nc1ccc2c(c1)OCCO2 | 18 | -11 | -9
CC(Sc1nnc(-c2ccc(F)cc2)o1)c1ccc(F)cc1 (stereo not drawn) | 1 | nt | -7
CCN(C(=O)c1cc2cc(Br)ccc2oc1=O)c1cccc(C)c1 | 6 | nt | -6
CN1CCN(n2ccc3c(cnc4nc(-c5ccccc5)nn43)c2=O)CC1 | 4 | nt | -6
Cc1nn(CC(=O)NC(C)C)c(=O)c2cccn12 | -1 | nt | -6
O=C(O)c1ccc2c(c1)nc(CNC(=O)c1ccccc1F)n2Cc1cccc(C(F)(F)F)c1 | nt | -2 | 1

Full records, quoted from the list. Order of values: NPYLR7 agonist, mcGAS lum, hcGAS inh
Listed for CC(Sc1nnc(-c2ccc(F)cc2)o1)c1ccc(F)cc1 (stereo not drawn) → 1, nt, -7
Listed for COC(=O)[C@@H]1C[C@H](NC(=O)Nc2ccc(OC)c(Cl)c2)CN1C → 9, nt, -8

(list continues)
SMILES | NPYLR7 agonist | mcGAS lum | hcGAS inh
Cc1nc2sc3c(c2c(=O)[nH]1)CCC(C)C3 (stereo not drawn) | 6 | nt | -3
N#Cc1c(NC(=O)C2CCCO2)sc2c1CCCC2 (stereo not drawn) | -3 | -2 | -1
Fc1ccc(C=NNC2=NCCCCC2)cc1 | 4 | nt | 4
COCc1c(Br)c(C)nc(OCC(=O)N/N=C\c2ccc(-c3ccc(Br)cc3)o2)c1C#N | 9 | -6 | -5
O=C(COc1cccc(C(F)(F)F)c1)NCCCn1nc(-c2ccco2)ccc1=O | -4 | nt | -3
COc1cccc(COC2CN(Cc3ccccn3)C(=O)CN(C(=O)c3csc(C(C)=O)c3)C2)c1 (stereo not drawn) | -13 | 1 | 7
CCC(C)NC(=O)CCN(CC(C)C)c1nc(-c2ccc(F)cc2)nc2cc(Cl)ccc12 (stereo not drawn) | 15 | -5 | -3
CCOC(=O)C1(O)CSc2nc3sc4c(c3c(=O)n21)CCC4 (stereo not drawn) | 2 | nt | -4
COc1ccc(S(=O)(=O)CC(=O)N2CCN(c3nc4c(C)ccc(Cl)c4s3)CC2)cc1 | 5 | nt | -4
CC(c1ccc(-c2ccc3nc(CO)[nH]c3c2)cc1)N1CCCCC1 (stereo not drawn) | 6 | -10 | -5
Cc1c(N=Cc2ccccn2)c(=O)n(-c2ccccc2)n1C | -4 | -4 | -1
CCOC(=O)c1cc(C(C)(C)C)n(C2CCN(C(=O)c3ccccc3F)CC2)n1 | 4 | -6 | -7

Grouped by structure, the entries above with a COOH group (2)
SMILES | NPYLR7 agonist | mcGAS lum | hcGAS inh
O=C(O)C1C2C=CC(C2)C1C(=O)NCc1ccco1 (stereo not drawn) | 6 | nt | -6
O=C(O)c1ccc2c(c1)nc(CNC(=O)c1ccccc1F)n2Cc1cccc(C(F)(F)F)c1 | nt | -2 | 1

Additional entries follow:
SMILES | NPYLR7 agonist | mcGAS lum | hcGAS inh
CCOC(=O)C1(Cc2ccccc2)C(=O)OC(C)(C)C(C)(C)C1=O (stereo not drawn) | -8 | -8 | -2
CC(=O)NC(C(=O)Nc1nc(-c2ccc(C)s2)cs1)C(C)C (stereo not drawn) | 3 | nt | 0
CCCN(CCC)C(=O)c1cc(-c2ccc(OC)cc2)nc2cc(-c3ccc(Cl)cc3)nn12 | -4 | -7 | -6
CCOP(=O)(CCCCNC(=O)C1(C)CCc2c(C)c(O)c(C)c(C)c2O1)OCC (stereo not drawn) | -11 | -3 | -2
Cn1c(SCc2nnc(-c3cccc(Cl)c3)o2)n[nH]c1=O | 11 | nt | -10
CCN(CC)S(=O)(=O)c1cc(C)c(C)c(NS(=O)(=O)c2ccc(C(=O)O)cc2)c1 | 15 | nt | -6
Clc1ccccc1Cn1ccnc1CNCc1cccnc1 | 6 | -6 | -7
O=C(NCc1cccc(F)c1)c1nn(-c2ccc(Cl)cc2)c(=O)n(Cc2ccc(C(F)(F)F)cc2)c1=O | 12 | -5 | -4
COCCNc1nc(N2CCOCC2)c2cnn(C)c2n1 | 6 | -2 | 1
O=c1[nH]ncc2ccccc12 | 7 | -1 | 0
CCC1CCC(N(CC(=O)NC(C)C(=O)N(C)C)C(C)c2ccc(F)cc2)CC1 (stereo not drawn) | 0 | nt | -9
CN(Cc1cccnc1)C1CCN(CCc2ccccn2)CC1 | 3 | nt | -9
CCOC(=O)c1ccc(NC(=O)Nc2ccc(N3CCC(C)CC3)c(C(=O)NCCCOC)c2)cc1 | 21 | -5 | -2
CCc1onc(C)c1C(=O)Nc1ccc(Br)cc1F | 9 | -7 | -14
Cc1ccc2nc(C)n(C3CCN(C(=O)C4CCOC4)CC3)c2c1 (stereo not drawn) | 1 | -2 | -2
COc1cccc(C(=O)OCn2c(SC)nnc(C)c2=O)c1 | 0 | -8 | -11
Cc1ccc(C(N)=O)c(OC(C)C(=O)N2CCCCCC2)c1 (stereo not drawn) | 0 | -13 | -4
COC1(C)CC(N(C)c2cc(Cl)nc(C)n2)C1(C)C (stereo not drawn) | 8 | nt | -6
COCCCN(CC(=O)N1CCc2sccc2C1c1ccc(Cl)cc1)C(=O)COCc1ccccc1 (stereo not drawn) | nt | -4 | -7
CC(NCC(=O)Nc1cccc(S(C)(=O)=O)c1)c1ccc2c(c1)OCCO2 (stereo not drawn) | -6 | 4 | 5
Cc1nc(N2CCN(C)CC2)ncc1-c1cc(=O)[nH]c(NCCc2ccccc2)n1 | 5 | nt | -7
Cc1ccccc1C(NC(=O)C1CCN(CCOc2ccc(Br)cc2)CC1)c1ncccc1C (stereo not drawn) | 1 | -4 | -4
O=C(NCCc1ccncc1)C1CCC(=O)N(CCCc2ccccc2)C1 (stereo not drawn) | 0 | -4 | -5
CCCC1CCc2ccccc2N1S(=O)(=O)c1ccc2c(c1)CCN2C(C)=O (stereo not drawn) | -1 | nt | 16

Sorted by count of non-hydrogen atoms (rising): 6 of the compounds above
SMILES | NPYLR7 agonist | mcGAS lum | hcGAS inh
COc1cccc(C(=O)OCn2c(SC)nnc(C)c2=O)c1 | 0 | -8 | -11
Cc1ccc2nc(C)n(C3CCN(C(=O)C4CCOC4)CC3)c2c1 (stereo not drawn) | 1 | -2 | -2
CC(NCC(=O)Nc1cccc(S(C)(=O)=O)c1)c1ccc2c(c1)OCCO2 (stereo not drawn) | -6 | 4 | 5
Cc1nc(N2CCN(C)CC2)ncc1-c1cc(=O)[nH]c(NCCc2ccccc2)n1 | 5 | nt | -7
Cc1ccccc1C(NC(=O)C1CCN(CCOc2ccc(Br)cc2)CC1)c1ncccc1C (stereo not drawn) | 1 | -4 | -4
COCCCN(CC(=O)N1CCc2sccc2C1c1ccc(Cl)cc1)C(=O)COCc1ccccc1 (stereo not drawn) | nt | -4 | -7

(continued)
SMILES | NPYLR7 agonist | mcGAS lum | hcGAS inh
Cc1ccc(NC(=O)C(C)Oc2ccc(F)c(F)c2)cc1F (stereo not drawn) | 3 | nt | -2
COc1cc(C(C)NC(=O)C2CCN(c3ncccn3)CC2)ccc1OCC(C)C (stereo not drawn) | -8 | nt | 7
COc1cccc(C(=O)NCCNc2cc(-n3cccn3)nc(C)n2)c1OC | -10 | -7 | -7
OC(COCc1ccco1)CN(Cc1cccc(Cl)c1)CC1CC(c2ccccc2F)=NO1 (stereo not drawn) | -3 | -5 | -4
O=C(Nc1cc(F)ccc1F)c1ccc(CS(=O)(=O)c2ccccc2)o1 | 3 | -15 | -6
CCNC(=O)[C@@]1(OCc2ccc(C#N)cc2)CC(OCc2ccc(F)cc2)[C@H](O)[C@H](O)C1 (stereo partly drawn) | 6 | 3 | 5
O=C(Nc1nc2c(cc3c4c(cccc42)CC3)s1)c1cccc(N2C(=O)CCC2=O)c1 | -1 | -3 | -1
CCOC(=O)c1ccc(NC(=O)CSc2c(C)cnc3c2c(=O)n(C)c(=O)n3C)cc1 | 7 | -6 | -4
CCn1c(N2CCC(C(=O)NC3CCCCC3)CC2)cc(=O)n(C)c1=O | nt | 0 | 4
Cc1ccc(C(=O)Nc2ccc(N3CCN(C(=O)c4cccc(C#N)c4)CC3)nc2)cc1 | -4 | -7 | -6
COc1cccc2cc(C(=O)NNC(=O)c3ccccc3)c(=O)oc12 | -2 | nt | -5
O=C(CCC1CCCC1)NCC1COc2ccccc2O1 (stereo not drawn) | -14 | nt | -2
CC(C)C(NCc1nc(Cc2ccccc2F)no1)c1ncnn1C (stereo not drawn) | -4 | -12 | -1
COc1ccc(NC(=O)NCCc2nc(C(F)(F)F)cs2)cn1 | 34 | -16 | -7
O=C(NNc1nccc(C(F)(F)F)n1)C1CC(=O)N(Cc2ccc(F)c(Cl)c2)C1 (stereo not drawn) | -1 | nt | -2
CCN1C(=S)NC(c2cccc(NC(=O)c3cccs3)c2)C(C(=O)OC)=C1C (stereo not drawn) | nt | -4 | 0
CCOc1ccc(-c2ccc(=O)n(CCNS(=O)(=O)c3cc(OC)ccc3OC)n2)cc1 | -3 | -6 | -6
O=C1CCCN1c1ccc(S(=O)(=O)Nc2ccc(I)cn2)cc1 | -3 | nt | -3
c1ccc(-n2ncc3c2NC(N2CCC(n4ccnc4)CC2)=NC3)cc1 | 8 | -15 | -8
O=C(O)c1cccc(-c2ccn[nH]2)c1 | -6 | 0 | -1
O=C(NCc1n[nH]c2c1CCCCC2)c1cnn2c1CCCC2 | 6 | nt | -3
CON1C(=O)c2ccccc2NC12CCN(Cc1coc3ccc(C(C)C)cc3c1=O)CC2 | 0 | nt | -8
CCOCCOc1nc(-c2ccc(C)cc2)n(-c2ccc(NC(=O)C(Cl)Cl)cc2)n1 | nt | -8 | -3
O=C(c1noc2c1CCCC2)N1CCC2(CCCN(Cc3ccc(F)cc3)C2)C1 (stereo not drawn) | 2 | -10 | -10
CCCOc1nc(-c2ccc(OC)cc2)n(-c2cccc(NC(=O)c3cccc([N+](=O)[O-])c3)c2)n1 | -14 | -1 | 2
O=c1ccc(-c2ccco2)nn1CCNS(=O)(=O)c1cccc(C(F)(F)F)c1 | 6 | -1 | 10
Cc1cc(Oc2ccccc2F)nc(SCc2cccc(C(F)(F)F)c2)n1 | 10 | -3 | -2
COc1ccc(C(=O)N2CCCC(OCc3ccccc3Cl)C2)cc1 (stereo not drawn) | -9 | -4 | -4
CCn1c(=NC(=O)C2CCCN2S(=O)(=O)c2cccs2)sc2cc(C(=O)OC)ccc21 (stereo not drawn) | -3 | -10 | -9

Assay outcomes as filed in PubChem BioAssay.
